HUVEC tox IL1B: cytotoxicity in IL-1B stimulated HUVEC, primary screen, cytotoxicity control for IL-1B NFkB translocation project, imaging, Hoechst nuclear count, IL-1B stimulus | HUVEC cell count loss | cell count reduction, % at 2 µM | hit rate 0.41% among 94,000;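 active = cell count reduction more than 3 SD above the screen-wide mean, cut at about 70% in these data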;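 note: normalized per plate to untreated control cells as the no-loss baseline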
Candida biofilm: clotrimazole potentiators killing Candida biofilms, primary screen, with clotrimazole, Alamar Blue; inhibition, % at 6 µM; AID 834, 2007; C. albicans biofilm + clotrimazole; hit rate 0.14% among 85,000;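 active = inhibition above 20%; inactive = inhibition below 20%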;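 note: preformed 24 hr biofilms exposed to compound for 48 hr; 0% = biofilm without compound and 100% = blank killed by clotrimazole plus chlorhexidine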
cytoskel mod: modifiers of F-actin cytoskeleton organization, primary screen, imaging, HUVEC, phalloidin staining, high-content imaging. HUVEC TNFa F-actin phalloidin imaging. inhibition, % at 2 µM. hit rate 0.18% among 91,000. AID 836, 2007;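 active = inhibition above the batch mean plus 3 SD and confirmed as a hit by visual image inspection, cut at about 30% in these data, passing the limit was not always enough; inconclusive = above the inhibition threshold but rejected on visual inspection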; note: strong numbers were not always called active
MT1-MMP txn act: MT1-MMP promoter reporter activation – cell-based, luciferase luminescence, primary screen; HT1080 MT1-MMP promoter luciferase reporter, overnight; active compounds read high; activation factor at 10 µM; hit rate 0.16% among 86,000;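 active = activation factor of at least 2 for MT1-MMP transcription at 10 µM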
VCAM1 TNFa inh: inhibitors of TNFa-induced VCAM1 expression, primary screen, imaging, HUVEC, TNFa stimulus, immunofluorescence | hit rate 0.48% among 95,000 | AID 802, 2007 | inhibition, % at 2 µM | HUVEC TNFa-induced VCAM-1 immunofluorescence, high-content imaging;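 active = inhibition above the batch mean plus 3 SD, with images confirmed as a hit by eye, cut at about 37% in these data; inconclusive = inhibition above that limit but hit not confirmed in images; inactive = inhibition not above that limit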;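 note: 0% = TNF-stimulated DMSO wells and 100% = unstimulated control wells; not every result past the cut was called active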
Smad3 inh: Smad3/FoxH1 peptide binding inhibitors, primary screen, biochemical, TR-FRET; Mothers against decapentaplegic homolog 3 (Homo sapiens), P84022; TR-FRET Smad3/Dy647-FoxH1 peptide binding, europium anti-His; inhibition, % at 25 µM; hit rate 0.29% among 88,000;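 active = compounds that reduce the energy-transfer binding signal between the protein and its labelled peptide by more than half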;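 note: 0% = Smad3 plus labelled peptide maximal FRET and 100% = peptide-only background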
Target sequence (P84022 whole entry, looked up): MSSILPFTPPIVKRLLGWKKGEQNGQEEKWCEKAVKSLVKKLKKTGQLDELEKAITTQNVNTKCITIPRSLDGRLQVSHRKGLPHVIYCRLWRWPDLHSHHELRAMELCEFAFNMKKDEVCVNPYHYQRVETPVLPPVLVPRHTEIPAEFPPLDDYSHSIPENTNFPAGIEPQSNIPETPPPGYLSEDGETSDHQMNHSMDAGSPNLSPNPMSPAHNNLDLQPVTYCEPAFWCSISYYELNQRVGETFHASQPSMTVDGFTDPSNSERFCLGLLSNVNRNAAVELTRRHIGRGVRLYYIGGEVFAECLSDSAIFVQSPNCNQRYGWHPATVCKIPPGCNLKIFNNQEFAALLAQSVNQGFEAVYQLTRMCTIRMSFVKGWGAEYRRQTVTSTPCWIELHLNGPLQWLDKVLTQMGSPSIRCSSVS
HUVEC tox TNFa: cytotoxicity in TNFa-stimulated HUVEC, primary screen, cytotoxicity control for VCAM1 expression modulator project, imaging, Hoechst nuclei count; cell count reduction, % at 2 µM; AID 848, 2007; HUVEC TNFalpha-stimulated, Hoechst cell count; hit rate 0.17% among 93,000;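 active = cell count reduction exceeding the screen mean by over 5 SD, scaled to untreated wells per plate, cut at about 78% in these data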;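 note: cells counted after 24 h of TNF alpha exposure following the 1 h pretreatment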
DAT uptake mod: changed hDAT dopamine uptake under cocaine IC80, either direction, primary screen, cocaine antagonist project, cell-based, LLC-PK1 hDAT, [14C]-dopamine uptake, MLSMR; B-score at 10 µM; AID 449768, 2010; LLC-PK1 hDAT cells, [14C]-dopamine uptake with cocaine IC80; actives deviate in either direction; hit rate 1.3% among 110,000;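 active = Z score or B-score, a plate-position-corrected score, falls beyond the plate's 99.7% confidence bounds, in either direction; inactive = both scores lie inside the 99.7% bounds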;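 note: scored against the spread of the other compound wells on the same plate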
Target sequence (Q01959 whole entry, looked up): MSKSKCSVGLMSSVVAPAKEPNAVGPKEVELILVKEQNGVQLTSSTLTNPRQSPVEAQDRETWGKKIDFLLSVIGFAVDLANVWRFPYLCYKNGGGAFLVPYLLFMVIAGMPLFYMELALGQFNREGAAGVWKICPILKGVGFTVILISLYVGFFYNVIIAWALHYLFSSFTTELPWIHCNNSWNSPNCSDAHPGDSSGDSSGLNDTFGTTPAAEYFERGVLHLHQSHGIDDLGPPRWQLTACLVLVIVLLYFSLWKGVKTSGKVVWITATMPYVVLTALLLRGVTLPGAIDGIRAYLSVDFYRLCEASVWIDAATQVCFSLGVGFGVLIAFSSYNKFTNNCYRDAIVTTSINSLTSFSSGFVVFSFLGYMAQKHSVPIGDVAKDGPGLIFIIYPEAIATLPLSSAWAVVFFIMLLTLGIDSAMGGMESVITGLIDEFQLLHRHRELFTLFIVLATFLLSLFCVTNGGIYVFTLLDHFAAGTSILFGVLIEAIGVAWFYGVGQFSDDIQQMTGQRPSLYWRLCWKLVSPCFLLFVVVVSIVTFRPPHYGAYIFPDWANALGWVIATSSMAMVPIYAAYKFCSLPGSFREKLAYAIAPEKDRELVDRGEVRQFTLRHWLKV
PTPN22 inh 2: PTPN22 phosphatase inhibitors, primary screen, biochemical, DiFMUP fluorescence, 2 µM. Tyrosine-protein phosphatase non-receptor type 22 (Homo sapiens), Q9Y2R2. recombinant LYP catalytic domain. inhibition, % at 2 µM. hit rate 0.21% among 96,000;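 active = inhibition at 2 µM at or above a set limit, the screen mean plus 3 SD, cut at about 24% in these data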;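 note: 0% = DMSO with enzyme and 100% = enzyme fully blocked by orthovanadate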
* = called active by the depositor; i = inactive; ? = inconclusive; · = no result given; [ ] = dose if it differs, or a comment. An excerpt (hit frequency here may not be typical).

Below each SMILES: HUVEC tox IL1B | Candida biofilm | cytoskel mod | MT1-MMP txn act | VCAM1 TNFa inh | Smad3 inh | HUVEC tox TNFa | DAT uptake mod | PTPN22 inh 2
> Cc1ccc2c(c1)c(C)cc(=O)n2CCC(=O)O
→ 6 | 9 | 4 | 1.1 | 29 | 11 | 50 | 0.28 | -7
> COC(=O)CCSc1nccn1Cc1ccccc1
→ -4 | 4 | ? | 1.2 | -10 | 11 | -24 | 0.092 | -6
> O=C(Cn1cnc2c(nnn2Cc2ccc(F)cc2)c1=O)NCc1ccc2c(c1)OCO2
→ -54 | 7 | -16 | 1.1 | 6 | 2 | -5 | -8.2* | -13
> COc1ccc(C(=O)Nc2c(Cl)cc(Cl)cc2C(=O)NCCN2CCOCC2)cc1
→ -56 | -4 | 2 | 1.1 | -11 | -18 | -22 | -0.31 | -3
> Cc1nn(-c2ccccn2)c(C)c1Oc1ccccc1O
→ -7 | 1 | 6 | 1.2 | 6 | -9 | 28 | 0.32 | 6
> CC(=O)N1CC2(C)CN(C(C)=O)CC(C)(C1)C2
→ -33 | 9 | -1 | 1.1 | 8 | 8[fluorescence artefact?] | 3 | -0.65 | -3
> Cc1ccccc1N1CCN(CCCOc2ccc3c(C)cc(=O)oc3c2)CC1
→ 22 | 6 | -22 | 1 | -8 | 1 | -15 | 0.33 | 1
> COc1cccc(-c2nnn(CC(=O)NC3CCCC3)n2)c1OC
→ -4 | -1 | 5 | 1.1 | 10 | 1 | -24 | 0.55 | 0
> C=C(C)CN(CC)C(=O)COc1ccc(S(=O)(=O)Nc2ccc(OC)cc2)cc1
→ 24 | · | 3 | · | 14 | · | -11 | 0.063 | -2
> COc1ccc(C(=O)NCCSCc2ccc(C)cc2)cc1
→ 6 | · | 5 | · | 1 | · | 14 | 0.21 | 4
> CCCC(CCC)C(=O)NNc1cc(=O)c2c(=O)n(C)c(=O)n(C)c2[nH]1
→ -74 | · | -14 | · | 11 | · | 6 | · | -6
> O=c1sc2ccccc2n1CCOc1ccccc1
→ -10 | 4 | 25 | 1.3 | -3 | 8 | -30 | 0.022 | -2
> CCOC(=O)c1cc(C)[nH]c(=S)c1C#N
→ -26 | 6 | -15 | 1.1 | -9 | 9 | -17 | -0.31 | 5
> CCCCCC(=O)OC(CN1CCCCC1)CN1CCCC1=O (stereo unspecified)
→ -3 | · | 2 | 1.2 | -16 | · | -21 | -0.7 | 5
> N/C(=N\OC(=O)Cc1cccc2ccccc12)c1ccccn1
→ -1 | 6 | · | 1.6 | 7 | 5 | -23 | -0.47 | 6
> COC(=O)c1ccc(COc2ccc3c4c(c(=O)oc3c2)CCC4)o1
→ 1 | 1 | 11 | 1 | -6 | i[fluorescence artefact?] | -30 | -0.27 | -16
> O=C(c1ccco1)N(Cc1cc2ccccc2[nH]c1=O)C1CCCCC1
→ 0 | 10 | -13 | 1 | 8 | 1 | -8 | 1.6 | -8
> Cc1cc(C)nc(N(C#N)CC(=O)Nc2ccccc2)n1
→ -23 | 2 | -8 | 1.3 | 6 | 10 | 33 | 0.43 | 1
> COc1ccc(N(C(C)=O)S(=O)(=O)c2cccs2)cc1
→ 20 | -3 | 10 | 1.1 | 2 | -6 | -9 | -1.9 | 2
> COc1cc(CC(=O)NCc2ccco2)cc(OC)c1OC
→ 6 | · | 12 | · | -5 | · | -5 | -0.55 | -5
> O=S(=O)(Nc1ccccc1N1CCCCC1)c1ccc(Cl)s1
→ -10 | 3 | 2 | 1.2 | 11 | 2 | -35 | 1 | -1
> Cc1ccc(-c2noc(CN(C(=O)C34CC5CC(CC(C5)C3)C4)C(C)C)n2)cc1
→ -23 | 7 | -10 | 1.1 | -13 | -9 | 1 | -0.052 | -5
> O=C(CSc1nnc(-c2cccnc2)n1Cc1ccco1)N1CCc2ccccc21
→ -26 | -1 | -27 | 1.1 | 4 | -11 | -22 | 0.96 | 5
> CCCCN1c2cc(C)c(O)cc2C(C(=O)OCC)C1C (stereo unspecified)
→ -12 | 2 | 23 | 1.1 | -9 | -1 | -4 | 0.35 | -5
> O=c1[nH]c2cc3c(cc2cc1C(c1nnnn1CC1CCCO1)N1CCCCCC1)OCO3 (stereo unspecified)
→ 35 | 10 | -19 | 1 | 16 | 5 | -21 | -0.48 | 4
> CCOCCOc1nc2c(c(=O)n(C)c(=O)n2C)n1CCc1ccccc1
→ -2 | 6 | · | 1.1 | · | 6 | · | -0.88 | -13
> C/C(Cn1nnc([N+](=O)[O-])n1)=N\NC(=O)c1ccccc1
→ · | · | -20 | · | 9 | · | -14 | -0.2 | 10
> O=C(NCc1ccccn1)Nc1cccc(NC(=O)NCc2ccccn2)c1
→ · | 4 | · | 1.5 | · | 6 | · | 0.23 | ·
> O=S(=O)(/C=C/c1ccccc1)Oc1ccccc1
→ -17 | 1 | 2 | 1.2 | 14 | -2 | -6 | -0.15 | 1
> Cc1cccc(NC(=S)N(CCc2nc3cc(C)c(C)cc3[nH]2)Cc2cccnc2)c1
→ -39 | · | 4 | · | 14 | · | -25 | 0.0029 | 1
> CCCc1nc2n[nH]c(N)c2c2c1CCC2
→ · | 6 | · | 1.2 | · | -2 | · | 0.56 | ·
> O=C(CSc1nnnn1C1CCCCC1)NCCc1ccccc1
→ -11 | 1 | 4 | 1.4 | 7 | -4 | -24 | 0.6 | -25
> Cc1cc(C)n(C(=O)CNC(=O)CCc2ccccc2)n1
→ -23 | -3 | -16 | 1.1 | 15 | 5 | -32 | -2.4 | -9
> Cc1ccc(O)c(NC(=O)C2CC(c3c(F)cccc3Cl)=NO2)c1 (stereo unspecified)
→ 6 | 4 | -21 | 1.1 | ? | 5 | -11 | 0.98 | 6
> CC(C)Oc1cccc(C(=O)Nc2ccc(NC(=O)c3ccco3)cc2)c1
→ 5 | 4 | 8 | 1.1 | 0 | 0 | -33 | -1.3 | -1
> Cc1ccccc1Cn1nc(C)c(NC(=O)c2nc3n(n2)C(C(F)F)CC(C)N3)c1C (stereo unspecified)
→ 38 | 5 | -10 | 1.2 | 0 | 4 | 6 | -1.7 | -7
> C=CCn1c(SC/C=C/c2ccccc2)nnc1-c1sc(N)nc1C
→ -1 | 7 | -4 | 1.1 | -11 | -4 | -12 | 1.3 | 1
> O=[N+]([O-])c1ccc(-n2nncc2-c2ccc(Cl)cc2)cc1
→ -9 | · | -6 | · | 15 | · | -17 | 0.13 | -14
> O=C(NCC(=O)N(CC1CCCO1)C(C(=O)NC1CCCCC1)c1ccccc1)c1cccs1 (stereo unspecified)
→ 13 | · | -1 | · | -30 | · | · | 1 | 1
> CCC(=NCc1ccccc1)c1c(C(F)(F)F)[nH]n(-c2nc3ccccc3s2)c1=O
→ -17 | -1 | · | 1.2 | 0 | 6 | -15 | 0.32 | -2
> Cc1ccc(C)c(Cn2nnc3c(=O)[nH]c(C(=O)NCC4CCCO4)nc32)c1 (stereo unspecified)
→ -4 | 5 | 4 | 1.2 | 18 | 1 | -6 | -0.061 | -10
> COC(=O)c1ccc(OCC(O)CN(CCO)CCO)cc1 (stereo unspecified)
→ -9 | 6 | -10 | 1.1 | 10 | 0 | -28 | 0.49 | -11
> CC(CC1CC(C)(C)OC1=O)C(=O)Nc1nncs1 (stereo unspecified)
→ -24 | 3 | -10 | 1.2 | 13 | 3 | -12 | -0.7 | -20
> COc1ccc(C(=O)C(CN2CCCC2)c2ccccc2)cc1 (stereo unspecified)
→ 1 | 7 | 7 | 0.6 | 84* | -4 | -4 | 0.022 | 0
> O=C(CC1Nc2ccccc2NC1=O)NCCc1ccccc1 (stereo unspecified)
→ -11 | 6 | 13 | 1.3 | 3 | -1 | -16 | 0.18 | 7
> Cn1ccc(C(=O)N2CCCc3ccccc32)n1
→ 20 | · | 4 | · | 13 | · | 8 | -0.79 | -7
> CC(C)NC(=O)CSc1nnc(-c2ccco2)n1N
→ -1 | 5 | -3 | 1.1 | -22 | -16 | -8 | -0.59 | 3
> Nc1nc(Cl)cc(N2CCOCC2)n1
→ 1 | · | 26 | · | -4 | · | -2 | -0.43 | -9
> Cc1cccc(N2CCN(C(=O)c3cnn4c(C(F)F)cc(-c5ccccc5)nc34)CC2)c1C
→ 4 | 8 | 14 | · | -12 | 8 | -11 | -1.1 | 16
> C=CCOc1ccc(CN(C)CC(=O)N(CC(C)C)c2c(N)n(CC(C)C)c(=O)[nH]c2=O)cc1
→ 0 | -1 | 4 | 1.1 | 2 | 6 | -20 | -0.53 | -17
> COC(=O)c1cccc(COC(=O)c2ccc(CS(=O)(=O)c3ccc(C)cc3)cc2)c1
→ -15 | 1 | -5 | 1.1 | -1 | 4 | -19 | -0.052 | 21
> CC(C)C(C(=O)O)N1C(=O)/C(=C/C=C/c2ccco2)SC1=S (stereo unspecified)
→ -12 | · | 8 | · | -37 | · | -19 | -0.58 | 29*
> Cc1ccc(N2CC(C(=O)Nc3ccccc3C(=O)NC3CCCCC3)CC2=O)cc1C (stereo unspecified)
→ -19 | 4 | -6 | 1.1 | -20 | -5 | -33 | 1.1 | 11

Of the compounds above, these contain a furan ring, fused or not.
Below each SMILES: HUVEC tox IL1B | Candida biofilm | cytoskel mod | MT1-MMP txn act | VCAM1 TNFa inh | Smad3 inh | HUVEC tox TNFa | DAT uptake mod | PTPN22 inh 2
> COC(=O)c1ccc(COc2ccc3c4c(c(=O)oc3c2)CCC4)o1
→ 1 | 1 | 11 | 1 | -6 | i[fluorescence artefact?] | -30 | -0.27 | -16
> O=C(c1ccco1)N(Cc1cc2ccccc2[nH]c1=O)C1CCCCC1
→ 0 | 10 | -13 | 1 | 8 | 1 | -8 | 1.6 | -8
> COc1cc(CC(=O)NCc2ccco2)cc(OC)c1OC
→ 6 | · | 12 | · | -5 | · | -5 | -0.55 | -5
> O=C(CSc1nnc(-c2cccnc2)n1Cc1ccco1)N1CCc2ccccc21
→ -26 | -1 | -27 | 1.1 | 4 | -11 | -22 | 0.96 | 5
> CC(C)Oc1cccc(C(=O)Nc2ccc(NC(=O)c3ccco3)cc2)c1
→ 5 | 4 | 8 | 1.1 | 0 | 0 | -33 | -1.3 | -1
> CC(C)NC(=O)CSc1nnc(-c2ccco2)n1N
→ -1 | 5 | -3 | 1.1 | -22 | -16 | -8 | -0.59 | 3
> CC(C)C(C(=O)O)N1C(=O)/C(=C/C=C/c2ccco2)SC1=S (stereo unspecified)
→ -12 | · | 8 | · | -37 | · | -19 | -0.58 | 29*
